Screens as filed in PubChem BioAssay.
M. tuberculosis GlmU – inhibition of mycobacterial GlmU enzyme – biochemical, glucosamine-1-phosphate acetyltransferase (AID 1376) | Bifunctional protein GlmU (Mycobacterium tuberculosis (strain ATCC 25618 / H37Rv)) | M. tuberculosis GlmU acetyltransferase enzyme assay; higher % means a stronger effect | one-dose inhibition, %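 (tested at 30 µM in the primary screen)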; IC50 in µM for titrated hits | actives 0.25% (n = 220,000); in the data active = inhibition above about 13%;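 note: 0% = complete reaction with vehicle and 100% = reaction without substrate; strong numbers were not always called active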
RmlCD inh 1536 – M. tuberculosis RmlC/RmlD coupled enzyme inhibitors, primary screen, biochemical, compound mixtures, 384-well, from 1536-well plates. RmlC+RmlD coupled enzyme assay, percent inhibition; primary screen in compound mixtures. inhibition, % at 3.6 µM. actives 0.03% (n = 160,000). AID 1533, 2009; in the data active = inhibition mostly above about 34%, no sharp cut-off; note: some results filed as inactive read as strong as hits
Target sequence (P9WH09 whole entry, looked up): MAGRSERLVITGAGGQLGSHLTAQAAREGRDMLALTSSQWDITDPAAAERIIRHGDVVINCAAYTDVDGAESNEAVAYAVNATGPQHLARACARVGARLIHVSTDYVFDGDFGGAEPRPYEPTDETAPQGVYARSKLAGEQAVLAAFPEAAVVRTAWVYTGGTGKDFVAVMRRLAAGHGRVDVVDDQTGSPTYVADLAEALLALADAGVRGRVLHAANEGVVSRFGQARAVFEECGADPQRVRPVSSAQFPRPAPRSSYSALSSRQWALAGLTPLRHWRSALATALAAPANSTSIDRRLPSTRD
Target sequence (P9WH11 whole entry, looked up): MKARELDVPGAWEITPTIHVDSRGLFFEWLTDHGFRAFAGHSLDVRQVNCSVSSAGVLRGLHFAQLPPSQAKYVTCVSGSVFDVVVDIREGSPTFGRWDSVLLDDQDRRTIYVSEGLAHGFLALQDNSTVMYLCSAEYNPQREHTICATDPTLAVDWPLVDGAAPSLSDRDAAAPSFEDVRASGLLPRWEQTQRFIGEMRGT
Numbers without * were called inactive; . = no result given. An excerpt. The share of hits here may be higher or lower than overall.

SMILES	M. tuberculosis GlmU	RmlCD inh 1536
Cc1ccc(CNC(=O)c2ccc3c(=O)n(CCCN4CCCC4=O)c(=S)[nH]c3c2)cc1	0.1%	.
Cc1cccc(N2C(=O)SC(N(CC(=O)O)c3cccc(C)c3)C2=O)c1 (stereo not drawn)	2.0%	.
CC(Sc1ccccc1)C(=O)NN=C1CCCCCC1 (stereo not drawn)	2.5%	4.1
CNC(=O)COC(=O)/C=C/c1cccs1	-3.2%	-14.1
NC(=O)CN1CCN(c2ccccc2F)CC1	-2.6%	-5.8
COc1ccc(OCc2ccc(C(=O)N3CCOCC3)cc2)cc1	-4.5%	.
COc1ccc(C2C(C(=O)/C=C/c3ccco3)=C(O)C(=O)N2CCN2CCOCC2)cc1OC (stereo not drawn)	-4.1%	0.6
Cc1cc(N2CCCC2=O)ccc1S(=O)(=O)NCCOc1ccccc1	6.7%	6.6
CN(C(=O)c1cc2nc(-c3ccco3)cc(C(F)(F)F)n2n1)C1CCCCC1	-1.4%	-11.2
O=C(Nc1ccc(S(=O)(=O)Nc2ncccn2)cc1)c1cccc(S(=O)(=O)N2CCOCC2)c1	.	9.0
CCC(=O)N1c2ccc(S(=O)(=O)CCC(=O)NCc3ccc4c(c3)OCO4)cc2CC1C (stereo not drawn)	.	-9.9
S=C(NC1CCCCC1)N1CCOCC1	-2.0%	7.2
Cn1c2ccccc2n2c(=O)c(=O)n(CC(=O)c3ccc(Cl)cc3)nc12	3.2%	4.6
COC(=O)CCC(NC(=O)c1cc(-c2ccc3c(c2)OCCO3)oc1C)C(=O)OC (stereo not drawn)	-3.8%	13.2
CCOC(=O)C1=C(C)N(c2ccc(OCC)cc2)C(=O)/C1=C\c1ccco1	0.3%	4.2
NC(=O)Cn1nc([N+](=O)[O-])nc1Oc1ccc(Br)cc1	-0.6%	19.5
O=C(c1ccc(Br)s1)N1CCN(Cc2ccc3c(c2)OCO3)CC1	4.9%	.
COc1ccc(Cl)cc1S(=O)(=O)n1ccnc1C(C)C	4.2%	5.1
Cc1ccccc1C(=NCCCN(C)C)c1ccccc1C	0.1%	-1.6
CCc1cccc2c(C#N)cn(CC(=O)NCc3ccco3)c12	2.5%	-14.0
Cn1c(NNC(=O)/C=C/c2ccc3c(c2)OCO3)cc(=O)n(C)c1=O	-2.2%	12.7
O=C(CO/N=C/c1ccc(OC(F)F)cc1)NC1CCCCCC1	-2.1%	8.3
CSc1nc2ccc(S(=O)(=O)N3CCCCC3)cc2s1	5.9%	.
COc1ccc(-c2cc(C(F)(F)F)n3nc(N)nc3n2)cc1	1.1%	0.8
CCCc1cnc(N2CCN(C(=S)NC)CC2)nc1	2.5%	3.4
COc1cccc(CC(NC(C)=O)C(=O)NC2CCN(c3c(Cc4ccccc4)c(C)nc4ncnn34)CC2)c1 (stereo not drawn)	3.7%	-3.5
Cc1cccc(NC(=O)CSc2nc3nc4c(cc3c(=O)n2-c2ccccc2)CCCC4)c1	0.5%	6.8
Cc1ccc(-c2csc(NC(=O)c3cccc(N4C(=O)CCC4=O)c3)n2)o1	-2.0%	4.7
Cc1ccc(C)c(Cn2c(=O)c3c(nc4n3CCN4Cc3ccco3)n(C)c2=O)c1	2.8%	.
COc1ccc(-c2coc3cc(OC)cc(O)c3c2=O)cc1	.	-12.7
O=C(O)c1cccc(NN=C2c3ccccc3-c3ccccc32)c1	1.9%	-9.2
O=P(CCC(F)(F)F)(CCC(F)(F)F)CCC(F)(F)F	-3.3%	-5.4
Oc1ccc(C2=NNC(=NCc3ccc4c(c3)OCO4)SC2)c(O)c1	5.2%	2.5
COc1cccc(NS(=O)(=O)c2ccc3[nH]cc(C(=O)NCCC(C)C)c(=O)c3c2)c1	1.2%	-1.8
O=C(NC(=S)Nc1ccc(S(=O)(=O)Nc2ccccc2)cc1)C1CC1	2.4%	7.6
CC(NC(=O)Cn1ncc(Cl)c(Cl)c1=O)C12CC3CC(CC(C3)C1)C2 (stereo not drawn)	6.4%	-4.7
Cc1ccc(S(=O)(=O)NCCCN2CCOCC2)c(C)c1	-1.1%	0.0
Cc1cc(C(=O)CSc2nnc(N)s2)c(C)n1-c1c(C)n(C)n(-c2ccccc2)c1=O	-1.6%	2.8
O=C(Oc1c(-c2ccccc2)c(=O)n2c3c(cccc13)CC2)c1ccco1	-2.2%	10.6
Cc1ccc(C2=NNC3(CCOC(C)(C)C3)S2)cc1 (stereo not drawn)	0.8%	-3.8
Cc1cc(N2CCCC2)c(F)cc1/C=C\[N+](=O)[O-]	-5.5%	9.7
O=C(CCS(=O)(=O)c1ccc(Br)cc1)N1CCN(c2ccc(Cl)cc2)CC1	7.3%	.
Fc1ccc(C2CCCCN2Cc2nc(CC3CC3)no2)cc1 (stereo not drawn)	-10.2%	.
O=C(Nc1ccc(Cl)cc1)c1cccs1	-4.8%	-6.1
Cc1nc2ccc(S(=O)(=O)NC(C(=O)Nc3nc4ccc(Cl)cc4s3)C(C)C)cc2s1 (stereo not drawn)	1.6%	9.7
COc1cc(-c2nc3ccc(C)cn3c2Nc2ccc3c(c2)OCCO3)ccc1O	3.8%	6.3
CCCC(=O)N=c1sc2c(OC)ccc(OC)c2n1C	2.5%	4.9
Cc1ccc(C(=O)Nc2ccc(CN3CCS(=O)(=O)CC3)cc2)cc1C	0.2%	20.5
CCOC(=O)N1CCN(S(=O)(=O)c2c(C)nn(C)c2C)CC1	1.5%	.
COCCn1c(SCc2cc(=O)n3cc(C)ccc3n2)nc2ccccc2c1=O	2.0%	5.0
COC(=O)[C@@]1(Cc2ccc(OC)cc2)[C@@H]2C(=CC(=O)[C@H]2CC(=O)C(=O)N(C)C)CN1C(=O)c1ccccc1	4.9%	.
S=c1[nH]nc(-c2cc(-c3ccccc3)n[nH]2)n1/N=C/c1cccc(Cl)c1	3.5%	26.3
CCCCNC(=O)NCCN1CCOCC1	2.7%	14.2
CCn1c(SCCC(=O)O)nnc1-c1cccnc1	1.0%	-2.1
Cc1ccc(-c2c(C)c(-c3ccc(F)cc3)nc(N)c2C#N)o1	-0.7%	67.6
NNC(=O)CSc1nc(-c2ccccc2)nc2c1CCCC2	4.4%	2.1
Cc1nn(-c2ccccc2)c(C)c1/C=N/NC(=O)c1cc(-c2ccc(Cl)s2)[nH]n1	12.0%	16.4
CCn1c(-c2cccc(Cl)c2)n[nH]c1=S	7.6%	.
CCCCCOc1ccc(/C=C/C(=O)NCCc2nc3ccccc3[nH]2)cc1OC	1.0%	15.9
N#CCC(CNc1ncc(C(F)(F)F)cc1Cl)OC(=O)c1ccc(Cl)cc1 (stereo not drawn)	-0.8%	.
Later entries.
SMILES	M. tuberculosis GlmU	RmlCD inh 1536
CC(=O)OCC1=C(C(=O)O)N2C(=O)C(NC(=O)c3ccc(COc4c(C)cccc4Cl)o3)C2SC1 (stereo not drawn)	-2.5%	.
CCC(=O)Nc1ccc2oc(-c3ccccc3Br)nc2c1	6.0%	.
CC(=O)c1c(C(C)=O)c(C)n(-c2ccc(C(=O)O)cc2)c1C	-0.2%	8.2
c1ccc(Cn2c(NCc3ccccn3)nc3ccccc32)cc1	-0.7%	-10.9
O=C(NCc1ccc(N2CCCC2=O)cc1)c1cnccn1	0.1%	14.3
O=C(COC(=O)CCC(=O)c1ccc(Cl)cc1)NCCc1ccccc1	1.3%	-8.2
COc1ccc(CNC(=O)C/C(C)=N/NC(=O)c2cnccn2)cc1	6.5%	8.5
O=C(CSc1cccc[n+]1[O-])c1ccccc1Br	-4.0%	10.2
Cc1ccccc1OCC(=O)Nc1ccc2oc(=O)ccc2c1	0.3%	-7.3
O=C(Nc1cccc(C(F)(F)F)c1)c1ccc(N2CCNCC2)c([N+](=O)[O-])c1	-8.3%	-17.7
CC(C)[C@H]1CN=C2N(CCNC(=O)CCC3CCCCC3)[C@H](Cc3ccc(O)cc3)CN21	-3.3%	.
COc1ccc(C(=O)CSc2nnc(COc3ccc(C#N)cc3)n2-c2ccccc2)cc1	-3.1%	5.8
COc1ccc(NC(=O)C2CCN(S(=O)(=O)c3ccc(Br)s3)CC2)cc1OC	-1.1%	.
Cn1cccc1CNC(=O)Nc1ccc(Cl)cc1	4.0%	-5.3
CCc1c(C(=O)NCc2ccccc2Cl)[nH]c(C)c1C(C)=O	-0.5%	.

As entered above:
`O=C(NCc1ccc(N2CCCC2=O)cc1)c1cnccn1` | M. tuberculosis GlmU: 0.1%
`Cc1ccccc1OCC(=O)Nc1ccc2oc(=O)ccc2c1` | M. tuberculosis GlmU: 0.3%
`COc1ccc(C(=O)CSc2nnc(COc3ccc(C#N)cc3)n2-c2ccccc2)cc1` | RmlCD inh 1536: 5.8
`CCC(=O)Nc1ccc2oc(-c3ccccc3Br)nc2c1` | M. tuberculosis GlmU: 6.0%
`CC(C)[C@H]1CN=C2N(CCNC(=O)CCC3CCCCC3)[C@H](Cc3ccc(O)cc3)CN21` | M. tuberculosis GlmU: -3.3%
`c1ccc(Cn2c(NCc3ccccn3)nc3ccccc32)cc1` | M. tuberculosis GlmU: -0.7%
`CCc1c(C(=O)NCc2ccccc2Cl)[nH]c(C)c1C(C)=O` | M. tuberculosis GlmU: -0.5%

Next part:
SMILES	M. tuberculosis GlmU	RmlCD inh 1536
CCCn1c(O)c(C=Nc2ccccc2)sc1=S	-3.3%	9.2
Cc1ccc(C(c2nnnn2CC2CCCO2)N2CCN(C(=O)c3ccco3)CC2)cc1 (stereo not drawn)	3.8%	19.5
O=C(CCNC(=O)c1ccccc1)OCN1C(=O)c2ccccc2C1=O	-0.2%	-3.7
CC1(C)CC2(CCCN(CC(O)(c3ccccc3)c3ccccc3)C2)CCO1 (stereo not drawn)	1.5%	-7.4
O=C(Nc1ccc2c(c1)OCO2)c1ccc(Cl)nc1	2.8%	.
COc1ccc(Cl)cc1S(=O)(=O)N1CCCC1=O	6.4%	.
Cc1ccccc1S(=O)(=O)Nc1cccnc1	0.6%	.
CCc1c(C(=O)NN2C(=O)C3C4CCC(O4)C3C2=O)csc1C (stereo not drawn)	1.0%	3.6
C/C(Cl)=C/Cn1c(SCC(C)C)nc2c1c(=O)[nH]c(=O)n2C	2.3%	.
COCCCNC(=O)CN(c1ccc(OC)cc1)S(=O)(=O)c1ccc(NC(C)=O)cc1	-0.5%	.
O=C(O)C1=C[C@@H](C2CC2)C[C@@H](OCc2ccc(CO)cc2)O1	-0.5%	.
O=C(c1cccnc1)N1CCN(S(=O)(=O)c2ccc(F)cc2)CC1	-6.2%	5.4
CC(=O)Nc1ccc(S(=O)(=O)N2CCN(C)CC2)cc1	0.5%	.
CC(=O)C1C(c2ccc(Br)cc2)C2C(C)=NN=C2CC1(C)O (stereo not drawn)	3.3%	11.5
Cc1ccc(CCNC(=O)C2CCC(=O)N2C2CCCC2)cc1 (stereo not drawn)	3.4%	2.2
NC(=O)[C@@H]1CCCNc2c(F)cc([N+](=O)[O-])cc2C(=O)N[C@@H](CO)C(=O)NCC(=O)N1	-2.9%	.
Cc1ccc(S(=O)(=O)N(Cc2nccn2C)C(C)C)cc1	-3.9%	-0.3
N=c1n(CC(=O)c2cccs2)c2ccccc2n1Cc1ccccc1	7.5%	-2.3
N#CCC(=O)Nc1nc(-c2ccc3c(c2)OCCO3)cs1	-6.1%	2.9
CN(C)C(=O)Oc1ccc(Br)cc1C(=O)Nc1ccc(F)c(Cl)c1	0.6%	-11.5
c1ccc(Oc2ccc(-n3cnnn3)cc2)cc1	-2.0%	-14.4
Cc1cccc(Nc2ncnc3c2cnn3Cc2ccccc2)c1	3.3%	7.2
Cc1ccc(Sc2cnc3ccccc3n2)cc1	-1.2%	8.0
Cc1cc(C)c2c(N=CN(C)C)c(C(=O)N3CCN(c4ncccn4)CC3)sc2n1	-0.4%	.
Cc1cc(C(=O)N/N=C/c2ccc([N+](=O)[O-])cc2)c2ccccc2n1	-2.1%	-1.9
CSCCC(NC(=O)C1CCC(C)CC1)C(=O)NCCN1CCC(C)CC1 (stereo not drawn)	-2.2%	-14.7
O=S(=O)(N1CCOCC1)N1CCCN(S(=O)(=O)N2CCOCC2)CC1	-0.5%	1.4
COC(=O)c1ccc(N2CCC(c3cc(-c4ccc(OC)cc4)n[nH]3)CC2)c([N+](=O)[O-])c1	6.2%	5.4
CC(=O)NCCC(=O)Nc1cccc(S(=O)(=O)N(C)c2ccccc2)c1	-3.7%	2.7
Cc1ccccc1NC(=S)NCc1ccc2c(c1)OCO2	.	3.1

The last 3 records of the section before come first, to join the parts.
SMILES	M. tuberculosis GlmU	RmlCD inh 1536
COC(=O)c1ccc(N2CCC(c3cc(-c4ccc(OC)cc4)n[nH]3)CC2)c([N+](=O)[O-])c1	6.2%	5.4
CC(=O)NCCC(=O)Nc1cccc(S(=O)(=O)N(C)c2ccccc2)c1	-3.7%	2.7
Cc1ccccc1NC(=S)NCc1ccc2c(c1)OCO2	.	3.1
C=CCOC(=O)/C(=C/c1cccnc1)NC(=O)c1ccccc1	-0.8%	11.0
O=C(NC1CCCc2c1cnn2-c1ccc(F)cc1F)c1cnccn1 (stereo not drawn)	0.4%	-9.1
N#Cc1c2c(nc(N)c1-c1ccccc1)CCCCC2	-3.1%	-5.0
CC1(C)CC(=O)C2=C(C1)OC(N)=C(C#N)C2c1ccccc1[N+](=O)[O-] (stereo not drawn)	1.9%	-8.0
Cc1cccc(C)c1NC(=O)CNc1ncnc2sc(C)c(C)c12	-5.4%	-4.6
Cc1ccc(-c2nnc(SCC(=O)Nc3nc4c(s3)CCCC4)n2C)cc1	7.4%	.
COC(=O)C1=CNC=C(C(=O)OC)C1c1ccccc1Cl	-4.6%	-2.3
NC(=O)c1cccnc1Oc1ccc(Cl)cc1	1.6%	3.1
CCOC(=O)C(=O)Nc1ccc([N+](=O)[O-])cc1OC	2.7%	26.5

3 entries from above, ordered by length of the SMILES, largest number first:
SMILES	M. tuberculosis GlmU	RmlCD inh 1536
CC1(C)CC(=O)C2=C(C1)OC(N)=C(C#N)C2c1ccccc1[N+](=O)[O-] (stereo not drawn)	1.9%	-8.0
Cc1ccc(-c2nnc(SCC(=O)Nc3nc4c(s3)CCCC4)n2C)cc1	7.4%	.
COC(=O)C1=CNC=C(C(=O)OC)C1c1ccccc1Cl	-4.6%	-2.3
